MKP-3 inhibition = inhibition of rat DUSP6 enzyme activity – biochemical, in vitro, primary screen (AID 425); recombinant MKP-3 phosphatase activity, fluorescence; higher % means a stronger effect; one-dose inhibition, % at 20 µM; IC50 in µM for titrated hits; 110,000 compounds, 0.17% hits; in the data active = inhibition above about 50%;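 note: plate controls were vehicle for no effect and reference inhibitor for full effect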
Hsp70 displacement = Hsp70 inhibitors, probe displacement, primary screen, biochemical, fluorescence polarization (AID 583); Hsp70 fluorescence polarization probe displacement, mP; higher % means a stronger effect; one-dose displacement, % at 20 µM; IC50 in µM for titrated hits; 140,000 compounds, 0.06% hits; in the data active = displacement above about 50%;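 note: plate controls were vehicle for no effect and reference ligand for full effect; a part of the inactive calls stands beside numbers as strong as those of hits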
The depositor's hits bear a star; . = no result given; & = joins results of further samples. The list is partial; rates above refer to the full screens.

no. | SMILES | MKP-3 inhibition | Hsp70 displacement
1 | O=C(NC1CCCCCC1)C1c2ccccc2C(=O)N1C1CC1 (centres undefined) | 8.1% | 4.1%
2 | Cc1ccc(-c2noc(CSc3nnc(CCc4ccccc4)n3-c3ccccc3)n2)cc1 | . | -4.9%
3 | O=S(=O)(CCOc1ccccc1)c1nc2ccccc2[nH]1 | -11.2% | 1.7%
4 | CCCCCOc1ccc(/C=c2\sc3ncnn3c2=O)cc1 | 2.6% | -17.1%
5 | CC(=O)OCCNC(=O)/C(=C\c1ccc(Br)cc1)NC(=O)c1ccc(Br)o1 | -0.3% | 7.0%
6 | CCOC(=O)c1ccc(NC(=O)c2ccc(CN3CCOCC3)cc2)cc1 | -6.0% | -5.3%
7 | COc1ccccc1C(=O)N1CCN(c2ccccn2)CC1 | -7.4% | 6.9%
8 | CCOC(=O)C1=C(C)N(C)C(=O)NC1c1c(C)nn(-c2ccc(C)cc2)c1Cl (centres undefined) | . | -2.1%
9 | CCc1ccccc1NC(=O)CSC1=C(C#N)C(c2ccc3c(c2)OCO3)C2=C(CCCC2=O)N1 (centres undefined) | -56.1% | 2.8%
10 | O=C(CSCc1c(F)cccc1Cl)NCc1ccco1 | 1.4% | 0.0%
11 | Cn1c(SCC(=O)NC2CC2)nnc1-c1cccc(NC(=O)c2ccccc2F)c1 | . | -0.4%
12 | CCNC(=O)CN1C(=O)NC(CCc2ccccc2)C1=O (centres undefined) | . | -3.5%
13 | C=CCn1c(N)c(C(=O)NCc2cccnc2)sc1=S | -13.5% | .
14 | COc1cc2c(cc1NC(=O)c1c(-c3c(F)cccc3Cl)noc1C)oc1ccccc12 | 0.6% | -5.4%
15 | CNc1nc(Oc2ccccc2C(=O)OC)nc(SC)n1 | -12.8% | -1.2%
16 | CCn1c2c(c3cc([N+](=O)[O-])ccc31)CCCC2=O | 0.6% | 2.1%
17 | CC(=O)Cc1ccccc1OCC(=O)O | -4.6% | -0.8%
18 | COc1cc(C(=O)Nc2nccs2)cc(OC)c1OC | 2.6% | 3.5%
19 | COc1cccc(C(c2sc3ncnn3c2O)N2CC(C)OC(C)C2)c1 (centres undefined) | -10.0% | 0.1%
20 | CC1CCCCN1CCCNC(=O)C1CCN(c2nc3ccccc3o2)CC1 (centres undefined) | 0.3% | -0.3%
21 | S=c1[nH]nc(-c2ccc(Cl)cc2)n1-c1ccc(Cl)cc1 | 3.1% | 2.4%
22 | COc1ccc(N2C(=O)CC(N3CCN(c4ccccc4F)CC3)C2=O)cc1 (centres undefined) | -5.4%&-0.6% | -0.7%&-0.1%
23 | CC(C)(C)C(=O)Nc1ccc(S(=O)(=O)Nc2nccs2)cc1 | -0.4% | -4.0%
24 | N#CC1=C(N)C(C#N)(C#N)C(c2cccnc2)C2CSCC=C12 (centres undefined) | 4.2% | 4.6%
25 | CN(C)CCNC(=O)c1ccccc1-c1ccccc1 | -8.3% | -2.6%
26 | O=C(CC12CC3CC(C1)CC(CC(=O)N1CCOCC1)(C3)C2)N1CCOCC1 | -1.4% | 1.2%
27 | COc1c2c(nc3occc13)C(CC=C(C)C)(OC)C(OC(C)=O)CC2 (centres undefined) | . | 2.9%
28 | CCC(=O)c1ccc(OCC(O)CN2CCN(c3cccc(C(F)(F)F)c3)CC2)cc1 (centres undefined) | -7.1% | -2.8%
29 | COc1ccccc1N1CCN(C(=O)CSc2nc(N)cc(=O)[nH]2)CC1 | . | 3.1%
30 | CCN1C(=O)/C(=C/c2cc([N+](=O)[O-])ccc2OC)SC1=S | 0.8% | -0.2%
31 | S=C(Nc1ccc(Cl)cc1Cl)NC1CCCCC1 | 0.8% | 1.9%
32 | Cc1cc(=O)[nH]c(SCc2nc3ncccn3c2Br)n1 | 4.1% | 8.2%
33 | N#Cc1c(-c2ccco2)cc(C2CC2)nc1SCC(=O)c1ccccc1 | -9.8% | 4.9%
34 | CC(=O)NCC(=O)OCC(=O)c1ccc2ccccc2c1 | . | 2.3%
35 | N#Cc1ccc(COC(=O)c2ccc3c(=O)[nH]c(CN4CCOCC4)nc3c2)cc1 | -8.0% | 5.3%
36 | COC(=O)c1ccccc1NC(=O)CN1CCC(NC(=O)c2ccccc2C)CC1 | 2.1% | -2.2%
37 | CCOC(=O)C1=C(C)NC2=C(C(=O)CC(C)(C)C2)C1c1ccc(C)cc1C (centres undefined) | -2.5% | 0.3%
38 | O=S(=O)(Nc1ccc(S(=O)(=O)N2CCOCC2)cc1)c1ccc(Br)cc1 | 3.0% | 1.9%
39 | O=c1[nH]c(N/N=C/c2cccs2)nnc1-c1ccccc1 | 0.6% | 0.3%
40 | O=C(COC(=O)c1ccncc1)Nc1cc(Cl)ccc1Cl | . | 2.9%
41 | CC(=O)Nc1ccc(S(=O)(=O)Nc2ccc3c(c2)OCCO3)cc1 | 1.9% | 0.9%
42 | CCOC(=O)N1CCN(CC(=O)Nc2c(C(=O)OC)[nH]c3ccccc23)CC1 | -24.5% | 1.2%
43 | CCOc1ccc(/C(O)=C2/C(=O)C(=O)N(CCOCCO)C2c2ccccc2)cc1 (centres undefined) | -14.9% | 2.9%
44 | Cc1oc(C(=O)O)cc1CSC(C)C(=O)O (centres undefined) | 2.1% | .
45 | O=C(NCc1ccco1)c1ccc(=O)[nH]n1 | 9.3% | -1.0%
46 | Cc1cnc(C)c(N2CCC(C(=O)NCc3cccs3)CC2)n1 | -10.9% | 5.8%
47 | CC(C)(C)C(=O)/C=C(\N)c1ccccn1 | -3.7% | 5.1%
48 | CC1CN(Cc2nc3c(c(=O)n(C)c(=O)n3C)n2CCCc2ccccc2)CC(C)O1 (centres undefined) | . | 1.2%
49 | CCCS(=O)(=O)c1c(S(=O)(=O)CCC)c2c3ccccc3ccn2c1C(=O)OC | . | 0.7%
50 | Cc1cc(NC(=O)c2cc(C)on2)n(-c2ccccc2)n1 | -1.2% | -2.3%
51 | CCOC(Cn1c(-c2ccc(OC)cc2)nc2ccccc21)OCC | . | -4.9%
52 | CC(=O)NC1=NC(=O)/C(=C\c2ccccc2C)S1 | 4.3% | -3.2%
53 | CCCCC[n+]1ccn(C2=C([O-])c3ccccc3C(=O)/C2=N\S(=O)(=O)c2ccccc2)c1 | . | 3.6%
54 | Cc1ccc(S(=O)(=O)Nc2ccc(O)cc2)c(C)c1 | -1.2% | 3.4%
55 | CCCN(/C=N/S(=O)(=O)c1ccc(Cl)cc1)CCC | -0.8% | -6.7%
56 | CCN(CC)S(=O)(=O)c1ccc2nnn(OCC(=O)Nc3cccc(C#N)c3)c2c1 | -8.0% | 1.9%
57 | CCCCCN1C2=NCCN2c2ccccc21 | . | 0.1%
58 | O=C(CNS(=O)(=O)c1ccc(C(=O)N2CCCCC2)cc1)N1CCCCC1 | -2.9% | 3.0%
59 | Cn1nc(C(F)(F)F)c2cc(NC(=O)OCc3ccc(C(C)(C)C)cc3)sc21 | . | 0.8%
60 | Cc1ccc(S(=O)(=O)N(CC(O)CN(C)C)c2cccc3ccccc23)cc1 (centres undefined) | 1.3% | 3.0%

More results follow.
no. | SMILES | MKP-3 inhibition | Hsp70 displacement
61 | Cc1cccc(N/C(N)=N/c2nc(C(F)(F)F)cc(=O)[nH]2)c1C | 3.1% | 1.6%
62 | O=C(c1cc(-c2ccccc2)nc2ccccc12)N1CCCC1 | 1.3% | 0.7%
63 | O=C(C1CCN(S(=O)(=O)c2ccc(-n3cnnn3)cc2)CC1)N1CCN(c2ccccc2)CC1 | 1.0% | 2.7%
64 | Cc1csc2nc(=O)c3ccccc3n12 | -6.3% | -0.4%
65 | Cc1cccnc1NC(=O)c1ccc2nc(N)sc2c1 | -0.2% | -0.4%
66 | CCN1CCCC1Cn1cnc2c([nH]c3cc(OC)ccc32)c1=O (centres undefined) | . | 0.7%
67 | CC1CN=C(c2cccn2Cc2ccc(F)cc2Cl)O1 (centres undefined) | -8.1% | 0.8%
68 | CCOC(=O)CN(C(=O)CSc1nnc(COc2ccc(OC)cc2)n1C)c1ccccc1 | -0.7% | 1.9%
69 | Clc1ccc(Cc2noc(C34CC5CC(CC(C5)C3)C4)n2)cc1 | 2.5% | -8.8%
70 | O=C(c1ccccc1F)N1CCN(c2ccc([N+](=O)[O-])cc2C(F)(F)F)CC1 | 1.5% | 4.6%
71 | COc1ccc(CNCc2ccccn2)cc1OC | -0.6% | -0.9%
72 | C=CCn1c(SCc2nc3ccccc3c(=O)[nH]2)nnc1-c1cc2cc(Cl)ccc2o1 | -12.2% | 1.6%
73 | COc1ccc(NC(=O)c2ccc(COc3ccccc3Br)o2)cc1OC | -17.1% | 4.7%
74 | Cc1ccc(CN2CCN(CCNC(=O)C(=O)Nc3ccc(F)cc3)CC2)cc1 | 0.3% | -0.4%
75 | N#CC1=C(N)c2ccccc2CC12CCCCC2 | . | -4.2%
76 | CCc1nc2ccccc2n(CC)c1=O | 4.1% | -1.9%
77 | COc1ccc(C(O)c2coc3ccc(O)c(CN(C)C)c23)cc1 (centres undefined) | 2.2%&-1.5% | 1.2%&6.6%
78 | Nc1ccc(C(=O)OCc2nc3c(ccc4ccccc43)[nH]2)cc1 | . | 10.2%
79 | CCCCn1c(SCC(=O)N2CCOCC2)nnc1-c1cccs1 | -5.0% | 4.8%
80 | Cc1ccc(NC(=O)OCC(F)(F)C(F)F)cc1NC(=O)OCC(F)(F)C(F)F | -7.0% | -3.1%
81 | COc1cc(/C=C2/SC(=S)N(C)C2=O)ccc1OCCOc1cc(C)ccc1C(C)C | -2.1% | 6.8%
82 | Clc1ccccc1N1CCN(c2ncnc3nc[nH]c23)CC1 | -2.0% | 0.1%
83 | O=C1/C(=C/c2ccc(Br)cc2)SC(=S)N1Cc1ccco1 | 0.0% | -2.8%
84 | CC(CCc1ccccc1)NC(=O)c1ccc(Cl)nc1 (centres undefined) | . | -4.8%
85 | Cc1cccc(OCC(=O)N/N=C/c2cc(Br)cc(I)c2O)c1 | -0.9% | 1.4%
86 | CCn1c(-c2ccccc2)c[nH]c1=S | . | 1.8%
87 | COc1cccc(/C=N/n2cnc3ccccc32)c1OC | . | 9.7%
88 | Cc1ccc(NC(=O)C2C3CC4OC(=O)C2C4C3)cc1Cl (centres undefined) | 0.1% | 0.6%
89 | CCCC(=O)Nc1sc(C(=O)N(CC)CC)c(C)c1C(=O)OC | 4.9% | 3.6%
90 | O=C(O)CCn1c(C(=O)O)cc2sccc21 | -0.7% | -2.5%
91 | Cc1ccc2[nH]c3c(c2c1)CN(C(=O)CN1CCN(c2ccccc2)CC1)CC3 | -0.8% | 7.5%
92 | O=C(O)CC12CSc3[nH]c(=O)sc3C1c1ccccc1OC2=O (centres undefined) | -2.2% | -2.5%
93 | CCOc1cc(/C=C2\C(=O)NN(c3ccc(Cl)c(Cl)c3)C2=O)ccc1OC(C)=O | 2.9% | -0.4%
94 | COc1cccc(C(=O)c2sc(NC(C)C)nc2N)c1 | -4.1% | -3.8%
95 | COc1ccc(NC(=O)C(O)(c2ccccc2)c2ccccc2)cc1 | 0.3% | 2.4%
96 | O=C(Nc1cc(C(F)(F)F)ccc1N1CCOCC1)c1ccc2ccccc2n1 | -10.0% | 5.7%
97 | CCOCCCNCC(=O)NC1(C)C2CCC(C2)C1(C)C (centres undefined) | -12.6% | 0.4%
98 | CC(C)(C)c1cc(C(=O)N/N=C\c2ccc(Cl)cc2)n[nH]1 | 3.8% | -1.8%
99 | Cc1ccc(/C=C/C(=O)Nc2ccc([N+](=O)[O-])cc2)o1 | 3.4% | 4.8%
100 | CC(Oc1ccccc1)C(=O)Nc1cc(C(=O)Nc2ccccc2)ccc1Cl (centres undefined) | -0.2% | 0.6%
101 | O=C(Cc1coc2cc3c(cc12)CCC3)OCc1cc(=O)n2c(n1)sc1ccccc12 | 5.6% | 6.7%
102 | COc1ccc(-c2cc(-n3c(C(F)(F)F)nc4ccccc43)n(CCC#N)n2)cc1 | -6.1% | 6.3%
103 | Cc1nc2ccccc2n1CC(O)COc1ccc(I)cc1 (centres undefined) | 2.0% | 0.5%
104 | CCCc1cc(=O)[nH]c(SCc2ccc(C#N)cc2)n1 | -3.5% | 4.9%
105 | COCCn1c(SCC(=O)N2CCCc3ccccc32)nnc1-c1ccco1 | 1.1% | 2.8%
106 | Cn1c(NC(=O)Cc2ccc(F)cc2)cc(=O)n(C)c1=O | -2.2% | 7.2%
107 | O=C(CC1Sc2ccccc2NC1=O)Nc1ccccc1NC(=O)CC1Sc2ccccc2NC1=O (centres undefined) | 2.6% | 0.9%
108 | CCc1nnc(NC(=O)/C=C/c2ccc3c(c2)OCO3)s1 | 3.5% | -2.9%
109 | CCCN1CC23C=CC(O2)C(C(=O)O)C3C1=O (centres undefined) | -3.0% | -5.7%
110 | COCCN1C(=O)N(c2cccc(C)c2)C(=O)C1CC(=O)Nc1ccc(F)cc1 (centres undefined) | -4.6% | 6.5%
111 | CC(C)=C1SC(N2CCOCC2)=NC1=O | . | -2.8%
112 | Cc1ccc(-c2nc(=S)c3c(n2CCN2CCOCC2)CC(C)(C)OC3)cc1 | 3.5% | 0.4%
113 | Fc1cccc(C2CC(c3cccc(Br)c3)Nc3nnnn32)c1 (centres undefined) | -3.7% | 1.1%

Screening data deposited in PubChem BioAssay by Sanford-Burnham Center for Chemical Genomics.
